DENV2 CPE rescue – protects cells from dengue virus 2 cytopathic effect | CPE inhibition, % at 9.99 µM | DENV2-infected cells, cytopathic effect rescue, plate reader | hit rate 1.7% among 350,000 | AID 651640; in the data active means CPE inhibition above about 20%, passing the limit was not always enough; inconclusive means no clear call, values can overlap the other calls; tested in BHK-21 cells;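 further: 0% = median of neutral control wells and 100% = median of positive control wells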
EWS-Fli inh – EWS/Fli transcriptional activity inhibition; A673 NR0B1-luciferase reporter, viability-normalised; inhibition, % at 12.6 µM; hit rate 0.67% among 350,000;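 active means mean inhibition of at least 50% after viability correction, with every replicate also passing that limit; inconclusive means mean reaches 50% but only one of two replicates passes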;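 further: firefly luciferase signal divided by Alamar Blue viability fluorescence both relative to DMSO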
FN deposition inh – fibronectin deposition inhibition | AH1F fibroblasts, Alexa488-fibronectin deposition fluorescence, overnight | inhibition, % at 12.6 µM | hit rate 0.086% among 350,000 | AID 743247;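 active means mean inhibition across replicates of 30% or more, regardless of how many single replicates reach that level; inconclusive means mean under 30% yet at least half of replicates reach 30%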;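 further: positive control wells lacked labelled fibronectin entirely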
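Test system: AH1F fibroblast monolayer depositing Alexa488-labelled fibronectin into matrix. Input: 10000 cells per well. Technique: fluorescence, ex 485 nm, em 525 nm. Buffer or medium: DMEM plus 2% serum, read in PBS. Timing: 1 h cell adhesion before compound, then overnight fibronectin incubation. Compound: single dose, pinned. Read-out basis: inhibition from reduced deposited-fibronectin fluorescence.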
GSIS activator – GLuc luminescence reporter in INS-1E cells, primary screen for activators of glucose-dependent secretion of insulin; INS-1E GLuc reporter insulin secretion, 2-3 h; activation, % at 16.6 µM; hit rate 0.61% among 370,000;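 active means lowest replicate activation of at least 40%, so every replicate reaches that level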;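 further: 0% = median of neutral control wells and 100% = median of IBMX positive control wells; some compounds called inactive have numbers as strong as hits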
miR-122 sensor – blocks miR-122 activity in Huh7 sensor cells; Huh7 miR-122 Renilla luciferase sensor, 48 h; neutral wells = 0, positive control = 100; activation (reporter increase), % at 12.5 µM; hit rate 0.3% among 340,000; AID 602342;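 active means mean replicate activation score at least 90 and every replicate individually at or above 90; inconclusive means only one of the two criteria met; inactive means neither criterion met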;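 further: higher luciferase means less miR-122 activity so hits act as miR-122 inhibitors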
PAX8 inh HTS – lowers PAX8-driven luciferase in RMG-I cells. RMG-I TPO-luciferase reporter, SteadyGlo, 24 h. inhibition, % at 12.6 µM. hit rate 1.2% among 360,000. AID 652154;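 active means mean replicate inhibition at least 60% with every replicate also reaching 60%; inconclusive means only one of the two criteria is met; inactive means mean below 60% and not all replicates reaching 60%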;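 further: luciferase light reporting Pax8 driven TPO promoter activity; plate controls were median of neutral control wells for no effect and mitoxantrone controls for full effect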
CFTR F508del cor – correctors of CFTR F508del function in bronchial epithelial cells; activity (quench increase), % at 7.58 µM; AID 720511; CFBE cells, YFP halide quenching; stimulated with forskolin plus potentiator P3; % fluorescence drop versus neutral controls; hit rate 0.36% among 350,000;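 active means mean added fluorescence quench of at least 8% versus neutral control, with both replicates also reaching 8%; inconclusive means only one of the mean or replicate conditions met; inactive means mean below 8% and not both replicates reaching 8%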;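 further: cells transiently co-express mutant CFTR-F508del with the halide-sensitive YFP; corrector assay measuring rescue of mutant channel to the surface after 24 h compound exposure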
Active calls of the source: *; u = inconclusive; x = not tested or not shown; [ ] = another dose, or the depositor's remark.

mol,DENV2 CPE rescue,EWS-Fli inh,FN deposition inh,GSIS activator,miR-122 sensor,PAX8 inh HTS,CFTR F508del cor
CSc1ccccc1NC(=S)Nc1cc(C)cc(C)c1,x,x,4,x,0,7,x
CC1CN(S(=O)(=O)c2cc(C(=O)NC(C)c3cccnc3)ccc2Cl)CC(C)O1 (centres undefined),-15,6,2,43*,25,-1,1.7
O=C(COc1ccc(C(=O)c2ccccc2)cc1)NCC1CCCCC1,2,-26,-10,-16,0,4,x
CCn1nc(C)c(CNC(=O)c2cc(COc3cncc(Cl)c3)on2)c1C,-1,1,0,13,3,-4,0.9
COc1ccc(CCN2C(=O)CC(NNC(=O)c3ccccc3Br)C2=O)cc1OC (centres undefined),1,12,-2,x,-5,4,x
Cc1cc(C)c(S(=O)(=O)c2ccccc2C(C)C)c(=O)[nH]1,11,-9,-5,1,1,13,-0.1
O=C(O)CC(Cc1ccccc1)c1ccc2c(c1)OCO2 (centres undefined),x,x,8,x,5,-77,x
CC(=O)Nc1ccc(NC(=O)CSc2ccc(-c3cccs3)nn2)cc1,-5,-13,-2,6,-6,-2,-2.9
O=C(c1ccccc1Sc1c(Cl)cccc1[N+](=O)[O-])N1CCOCC1,-5,-8,1,8,x,8,x
CC(C)(C)c1ccc(S(=O)(=O)NC(=O)C2(C)CCN2C(=O)Cc2ccc(-c3ccccc3)cc2)cc1 (centres undefined),-5,-8,-12,23,0,5,-1.8
C[C@H]1CN([C@@H](C)CO)C(=O)c2cc(-c3cncnc3)cnc2O[C@H]1CN(C)C(=O)Nc1ccc2c(c1)OCO2,2,6,x,-5,0[16.7 µM],x,-1.5
CCOC(=O)C1CCN(C(=O)C2CCC(=O)N(CC3CCCCC3)C2)CC1 (centres undefined),-7,x,1,25,x,-49,-1.0
O=C(N/C(=C/c1ccccc1Cl)C(=O)N1CCCC1)c1ccccc1,9,10,-1,11,x,10,-0.5
CC(C)C1C(=O)N(Cc2cn(CCC3OCCO3)nn2)CCS(=O)(=O)N1Cc1ccc(-c2cccc(CO)c2)cc1 (centres undefined),-3,-9,7,-3,-1,-12,0.7
C[C@@H]1CN([C@H](C)CO)C(=O)c2cc(C#CCc3ccccc3)cnc2O[C@H]1CN(C)Cc1cccc(C(=O)O)c1,-4,3,x,12,-1[16.7 µM],4,1.2
Cc1nc(NC(=O)C2CC2)sc1C(=O)NC1CCCCC1,1,15,-8,16,-2,9,-6.4
COc1ccc(NC(=O)Nc2ccc3c(c2)CC(=O)N([C@H](C)CO)C[C@@H](C)[C@@H](CN(C)S(=O)(=O)c2c(C)noc2C)O3)cc1,-9,-18,x,-17,-6[16.7 µM],-12,2.5
C[C@H]1CN([C@@H](C)CO)C(=O)c2cc(NC(=O)CCN3CCOCC3)ccc2O[C@H]1CN(C)S(=O)(=O)c1cn(C)cn1,-1,4,6,14,1[16.7 µM],x,0.6
COCC(=O)N1CC[C@@H]2[C@H]1c1cc(-c3cccc(OC)c3)ccc1N(C)[C@H]2CO,-10,-13,-1,18,-4[16.7 µM],20,-1.3
CC(=O)N1[C@@H](CO)[C@@H](c2ccc(C3=CCCC3)cc2)C12CN(C(=O)C1CC1)C2,-8,3,x,4,x,-7,1.8
CC1(C)C(=O)NCCN1C(=O)CCC(=O)O,9,-4,x,-1,2,x,-1.2
CN(C)CCCNc1nc2cc(-c3ccc4c(ccn4C)c3)sc2c(=O)n1C,-9,-70,-4,-4,-6,-27,0.3
C[C@H](CO)N1C[C@H](C)[C@@H](CN(C)S(=O)(=O)c2cccs2)Oc2ccc(NS(=O)(=O)c3cn(C)cn3)cc2CC1=O,2,2,2,14,-3[16.7 µM],-3,-2.6
Cc1cccc(N2C(=O)C(Cc3ccccc3)NC2=S)c1 (centres undefined),-2,9,1,x,x,21,x
COC(=O)C1CCN(C(=O)COc2ccc(N(C)S(=O)(=O)c3ccc(C)cc3)cc2)CC1,6,1,20,-15,4,1,1.7
Cc1ccccc1S(=O)(=O)N1C[C@@H](O)COC[C@H]2O[C@H](CC(=O)NCCc3ccccc3)CC[C@@H]21,0,2,-6,13,-6[16.7 µM],29,0.0
Cc1c(NC(=O)C(C)SC(=S)N2CCCC2)c(=O)n(-c2ccccc2)n1C (centres undefined),6,-1,-5,2,x,12,0.1
O=C(NCCN1CCC(n2c(=O)[nH]c3ccccc32)CC1)C(c1ccccc1)c1ccccc1,u,15,-1,-22,x,9,-2.4
C[C@@H]1CCCCO[C@@H](CN(C)Cc2ccc(Cl)c(Cl)c2)[C@H](C)CN([C@@H](C)CO)C(=O)c2cc(NC(=O)Nc3cccc4ccccc34)ccc2O1,-1,3,x,3,8[16.7 µM],18,-2.0
CCOc1ccccc1NC(=O)CCNS(=O)(=O)c1cccc2nonc12,4,2,11,5,-1,5,-2.4
c1ccc(C2=Nn3c(nnc3-c3cccnc3)SC2)cc1,x,x,11,34,-6,x,x
O=C(O)CCCC(=O)N1CCC(C(O)(c2ccccc2)c2ccccc2)CC1,x,-8,1,-5,x,-4,-3.1
O=C(COc1ccc(F)cc1)Nc1ccc2c(c1)OCCO2,102*,-85,-2,-5,x,-201,-0.9
c1ccc2c(COn3nnc4ccccc43)cccc2c1,x,x,-5,13,2,x,x
Cc1noc(C)c1NC(=O)N(C)C[C@H]1Oc2c(NC(=O)Nc3ccc4c(c3)OCO4)cccc2C(=O)N([C@H](C)CO)C[C@H]1C,24*,-9,x,-2,-11[16.7 µM],x,0.3
O=C1NC(c2cccc(C(F)(F)F)c2)c2c(-c3ccccc3)n[nH]c21 (centres undefined),5,-13,7,-15,x,20,0.1
CCCN(CCC)Cc1c(C(=O)N/N=C/c2ccc(C)o2)nnn1-c1nonc1N,4,14,1,-20,0,4,-0.4
COc1ccc2sc(-c3ccc(N(C)C)cc3)c(C#CC(C)(C)O)c2c1,1,-9,8,1,8,22,1.3
CCCc1cc(N2CCOCC2)n2nc(C)c(-c3ccccc3)c2n1,-3,2,-6,6,-1,4,-2.4
O=C(NCc1cccs1)C(=O)NCC(c1ccco1)N1CCN(c2ccc(F)cc2)CC1 (centres undefined),-1,-15,-2,-13,-18,6,-0.4
Cn1ncc([N+](=O)[O-])c1C(=O)N/N=C/c1cccc([N+](=O)[O-])c1,-1,8,6,10,x,6,x
CN(Cc1ccccc1)C(=O)c1cccc(NC(=O)Cc2ccc(NC(=O)C3CCN(C(=O)C4CCC4)CC3)cc2)c1,5,7,0,-21,-4,9,2.5
Oc1ccc(/C=N/Nc2nc(-c3ccc(Cl)cc3)cc(C(F)(F)F)n2)cc1,-6,6,-1,x,-30,6,x
CN(c1ccccc1)S(=O)(=O)c1cccc(C(=O)NCc2ccccc2CN2CCCC2)c1,10,7,-6,x,-1,1,1.7
COC(=O)COc1cccc(NC(=O)c2cccc(C)c2)c1,-6,-2,11,3,-11,-11,-0.6
Cc1cccc(Nc2nc(-c3ccc(F)cc3)cs2)n1,0,-103,-7,-9,-1,-121,7.8
O=C1/C(=C/c2ccncc2)SC(=S)N1N1CCOCC1,-1,-4,-2,17,3,-7,-1.2
COc1ccccc1CCN1CCCC(CN(C)C(=O)CCC(=O)N(C)C)C1 (centres undefined),-1,21,3,-5,0,-4,0.7

Some of the entries so far, with two lines to a compound.
Results follow in this order: DENV2 CPE rescue, EWS-Fli inh, FN deposition inh, GSIS activator, miR-122 sensor, PAX8 inh HTS, CFTR F508del cor
COC(=O)COc1cccc(NC(=O)c2cccc(C)c2)c1
→ -6, -2, 11, 3, -11, -11, -0.6
Cc1cccc(Nc2nc(-c3ccc(F)cc3)cs2)n1
→ 0, -103, -7, -9, -1, -121, 7.8
O=C1/C(=C/c2ccncc2)SC(=S)N1N1CCOCC1
→ -1, -4, -2, 17, 3, -7, -1.2
COc1ccccc1CCN1CCCC(CN(C)C(=O)CCC(=O)N(C)C)C1 (centres undefined)
→ -1, 21, 3, -5, 0, -4, 0.7

Returning to the listing; the five compounds before the break are reprinted first.
mol,DENV2 CPE rescue,EWS-Fli inh,FN deposition inh,GSIS activator,miR-122 sensor,PAX8 inh HTS,CFTR F508del cor
CN(c1ccccc1)S(=O)(=O)c1cccc(C(=O)NCc2ccccc2CN2CCCC2)c1,10,7,-6,x,-1,1,1.7
COC(=O)COc1cccc(NC(=O)c2cccc(C)c2)c1,-6,-2,11,3,-11,-11,-0.6
Cc1cccc(Nc2nc(-c3ccc(F)cc3)cs2)n1,0,-103,-7,-9,-1,-121,7.8
O=C1/C(=C/c2ccncc2)SC(=S)N1N1CCOCC1,-1,-4,-2,17,3,-7,-1.2
COc1ccccc1CCN1CCCC(CN(C)C(=O)CCC(=O)N(C)C)C1 (centres undefined),-1,21,3,-5,0,-4,0.7
COc1ccc(OCCCC(=O)NCc2ccco2)cc1,-4,-4,x,-23,1,x,6.4
O=C(O)c1ccccc1/C=N/Nc1ccc(S(=O)(=O)N2CCOCC2)cc1[N+](=O)[O-],-1,6,-1,12,x,-6,2.6
Cn1cc(CN2CCC[C@H]2CO)c(-c2cccc(Cl)c2)n1,-6,12,-13,7,-1,8,-1.9
Cc1[nH]cnc1C(=O)N/N=C/c1ccc([N+](=O)[O-])s1,-2,21,1,x,17,10,-0.6
CO[C@@H]1CC[C@@H]2CCN(C)C(=O)CCCN(C)C(=O)c3cc(C#N)ccc3OC[C@H]1O2,-1,-1,-6,1,x,1,x
CN(C)C(=O)c1cccc(-c2ccc3c(c2)[C@H]2[C@H](CCN2C(=O)C2CCC2)[C@H](CO)N3)c1,3,16,-5,7,x,x,0.1
CCc1ccc(C(=O)Nn2c(C)nc3ccccc3c2=O)cc1,-1,0,-5,10,-20,20,0.2
CNS(=O)(=O)c1cc(OC)c(OC)cc1CC(=O)OC,-2,-3,-3,12,2,-9,0.4
Cc1csc(NC(=O)CSC2=NS(=O)(=O)c3cc(F)ccc3N2)n1,-3,6,2,16,-4,-11,-0.9
CC1CCCCN1C(=O)/C(=C\c1ccccc1)c1ccccc1 (centres undefined),x,x,-7,-25,-1,x,x
O=C(C[C@H]1C=C[C@@H](NC(=O)CN2CCOCC2)[C@H](CO)O1)NC1CCCCC1,-9,2,-6,7,x,2,0.4
CC(C)NC(=O)Nc1cccc2c1O[C@H](CN(C)C(=O)Nc1ccc(F)cc1)[C@H](C)CN([C@@H](C)CO)C2=O,-10,-7,x,9,-13[16.7 µM],-14,2.1
Cc1noc(C)c1S(=O)(=O)Nc1ccc2c(c1)C(=O)N([C@@H](C)CO)C[C@@H](C)[C@H](CN(C)S(=O)(=O)c1ccc(Cl)cc1)O2,-8,5,x,-8,-3[16.7 µM],x,-0.1
CCOc1ccc(NC(=O)N2CCC(C(N)=O)(N3CCCCC3)CC2)cc1,x,x,1,x,3,-6,x
CN(C(=O)CSc1n[nH]c(=O)[nH]c1=O)c1ccccc1,5,3,1,8,-1,-1,-2.5
CCCN1C[C@@H](C)[C@@H](OC)CN(C)C(=O)c2cc(NC(=O)c3ccccc3)ccc2OC[C@@H]1C,12,6,11,3,x,-1,-2.4
